TrxR1 substrate = rat thioredoxin reductase 1 substrate activity; hit rate 0.01% among 390,000; AID 588456; purified TrxR1 substrate turnover, NADPH consumption readout; Potency, µM (series often up to 114 µM), without a hit: at the highest dose activity change, negative = substrate turnover; O89049; further: potency means the concentration at half of the fitted maximal effect; on the % scale 0 is the no-effect control and ±100 the full control effect; nearly all actives have a fitted effect of over 50% in size
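Rat TrxR1, dispensed at 90 nM, was prereduced with 400 uM NADPH (final) for 5 min at ~22 deg C, then incubated with compound 15 min before 400 uM selenite. A first-read NADPH fluorescence drop versus no-compound background flagged substrates.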
TRHR ag = agonists of human TRH receptor. P34981. TRHR cells, calcium flux fluo-8, FDSS agonist mode. activation, % at 2 µM. hit rate 0.18% among 360,000; in the data active means activation above about 30%; further: 0% is about no effect
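Steps: seed TRHR cells overnight; add fluo-8 no-wash Ca dye, RT 30 min–1.5 h; record 10 s baseline; pin-transfer compounds; monitor fluorescence 1 cycle/s for the agonist window. Calcium increases flag candidate agonists.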
D2 antag = antagonizes the human D2 dopamine receptor | inhibition, % at 10 µM | AID 485344 | HEK293 TREx D2 cells, calcium flux, dopamine EC80 | hit rate 2% among 340,000; in the data active means inhibition above about 30%; further: 0% is about no effect
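Antagonism is scored as inhibition of an EC80 dopamine-evoked calcium signal in a force-coupled, tetracycline-inducible HEK293 T-REx D2 line, with compound present 180 s before agonist.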
Pin1 inh = human Pin1 inhibition. Q13526. Pin1 FP peptide displacement, HiFluor488, 10 min. Potency, µM (top dose mostly 115 µM), without a hit: top-dose activity, negative = inhibition, most hits filed as inhibitors. hit rate 0.009% among 390,000. AID 504891; active means well fitted inhibition curve with a large enough effect in the polarisation, with a control signal flat, not every such curve was filed as active; inconclusive means small, poorly fitted or top-dose-only effect, or effect the other way, or a change in a side signal; inactive means no such curve, though single readings can be large or run the other way; the % refers to the polarisation; further: potency means the concentration at half of the fitted maximal effect; on the % scale 0 is the no-effect control and ±100 the full control effect
Target sequence (Q13526 whole entry, looked up): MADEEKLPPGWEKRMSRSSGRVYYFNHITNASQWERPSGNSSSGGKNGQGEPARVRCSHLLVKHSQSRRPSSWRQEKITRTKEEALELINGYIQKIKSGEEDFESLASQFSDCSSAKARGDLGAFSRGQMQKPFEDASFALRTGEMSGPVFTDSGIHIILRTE
D2 ag = activates the human D2 dopamine receptor. P14416. HEK293 T-REx D2 cells, calcium flux agonist mode. activation, % at 2 µM. hit rate 0.53% among 340,000. AID 485358;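 active means activation over 3 SD above normal in the single-dose calcium agonist read, cut at about 30% in these data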; further: 0% is about no effect
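Agonism scored from kinetic calcium signal (1 read/sec, 180 s) following compound pin transfer, after a 10 s baseline. Cells: HEK293 Trex line expressing inducible D2 receptor coupled to calcium, dye-loaded after overnight culture at 30 C.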
TrxR1 inh = blocks rat thioredoxin reductase 1 | Potency, µM (top dose mostly 114 µM), for the others: top-dose activity change, negative = inhibition, most hits filed as inhibitors | AID 588453 | O89049 | hit rate 1% among 390,000 | recombinant rTrxR1, NADPH fluorescence consumption, selenite substrate; further: potency means the concentration at half of the fitted maximal effect; on the % scale 0 is the no-effect control and ±100 the full control effect; nearly all actives have a fitted effect of over 65% in size
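Rat TrxR1 (90 nM in the dispensed reagent) was pre-reduced with 400 uM NADPH for 5 min at room temperature, then incubated with compound for 15 min. After 400 uM selenite was added, NADPH fluorescence (Ex 340/Em 450 nm) was followed for 8 min.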
TRHR PAM = allosteric enhancers of human TRH receptor; hit rate 0.66% among 360,000; TRHR cells, fluo-8 calcium fluorescence, EC20 TRH enhancement; enhancement, % at 2 µM; in the data active means enhancement above about 30%; further: 0% is about no effect
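Enhancer read-out: after compound pinning and an initial kinetic agonist-mode read, an EC20 of TRH (10 nM final) was injected and fluo-8 calcium signal (Ex 480/Em 530) followed at 1 s/cycle for 100 cycles in TRHR-expressing cells.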
mIDH1 inhibitor = human IDH1 R132H inhibition; O75874; IDH1-R132H enzyme, NADPH consumption, diaphorase/resazurin fluorescence; Potency, µM (highest dose often 76.6 µM), inactives show at the highest dose activity change, negative = inhibition, actives largely listed as inhibitors; hit rate 0.093% among 390,000; further: potency means the concentration at half of the fitted maximal effect; on the % scale 0 is the no-effect control and ±100 the full control effect; nearly all actives have a fitted effect of over 65% in size
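IDH1-R132H (0.5 ug/mL dispensed) in pH 7.5 Tris buffer was preincubated 30 min with compound, then given a substrate mix of 0.016 mM NADPH and 2 mM alpha-KG for 80 min at room temperature; remaining NADPH was read by diaphorase/resazurin fluorescence.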
USP1 inh = USP1/UAF1 (human) deubiquitinase inhibition. O94782. AID 743255. hit rate 0.23% among 390,000. recombinant USP1/UAF1, Ub-Rhodamine cleavage fluorescence. Potency, µM (doses to about 57.1 µM), inactives show at the highest dose activity change, negative = inhibition, hits mostly inhibitors; further: potency means the concentration at half of the fitted maximal effect; on the % scale 0 is the no-effect control and ±100 the full control effect; nearly all actives have a fitted effect of over 60% in size; inactives centre near -12
Target sequence (O94782 whole entry, looked up): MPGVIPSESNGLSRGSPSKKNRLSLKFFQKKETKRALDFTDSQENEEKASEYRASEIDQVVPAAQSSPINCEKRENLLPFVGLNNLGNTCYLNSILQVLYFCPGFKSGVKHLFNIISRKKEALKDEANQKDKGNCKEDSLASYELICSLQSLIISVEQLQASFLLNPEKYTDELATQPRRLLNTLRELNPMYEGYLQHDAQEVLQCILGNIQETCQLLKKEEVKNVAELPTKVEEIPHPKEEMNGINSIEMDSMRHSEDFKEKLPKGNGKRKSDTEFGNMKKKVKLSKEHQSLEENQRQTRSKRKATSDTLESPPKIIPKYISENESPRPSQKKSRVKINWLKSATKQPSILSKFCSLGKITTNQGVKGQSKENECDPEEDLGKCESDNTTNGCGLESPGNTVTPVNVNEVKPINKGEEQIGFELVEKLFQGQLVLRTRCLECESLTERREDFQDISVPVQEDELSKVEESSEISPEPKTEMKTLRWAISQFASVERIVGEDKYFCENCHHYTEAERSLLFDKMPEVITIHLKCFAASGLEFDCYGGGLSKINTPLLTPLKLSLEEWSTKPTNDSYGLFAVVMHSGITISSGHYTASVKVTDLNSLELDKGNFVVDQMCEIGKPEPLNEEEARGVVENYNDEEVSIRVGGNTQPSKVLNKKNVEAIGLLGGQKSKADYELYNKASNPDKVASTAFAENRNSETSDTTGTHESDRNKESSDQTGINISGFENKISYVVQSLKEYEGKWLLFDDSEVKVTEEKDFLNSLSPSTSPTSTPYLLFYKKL
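High-throughput fluorogenic screen: 1nM USP1/UAF1 complex, Ub-Rho substrate 150nM final, 50mM HEPES pH 7.8 with 0.5mM EDTA, 0.1 mg/ml BSA, 1mM TCEP and 0.01% Tween-20.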
Numbers without * were called inactive; ? = inconclusive; . = not tested or not shown; [ ] = remark or other dose. Unless noted, the call rests on the fitted dose curve; in most records, active means well fitted inhibition curve with a large enough effect; inconclusive means small, poorly fitted or top-dose-only effect; inactive means no such curve, though single readings can be large or run the other way. Some of the compounds tested; rates above refer to the full screens.

SMILES	TrxR1 substrate	TRHR ag	D2 antag	Pin1 inh	D2 ag	TrxR1 inh	TRHR PAM	mIDH1 inhibitor	USP1 inh
Cc1ccc(C(=O)Nc2ccc(Oc3ccc(C(=O)O)c(C(=O)O)c3)cc2)cc1C	8.9%[57.1 µM]	0.4	13.7	-24.5%	-0.2	8.4%[57.1 µM]	12.3	24.2%	-0.9%
O=C(COC(=O)/C=C/c1cccc(Br)c1)NC1CCCCC1	3.4%	-0.3	3.7	?	-0.1	13.9%	2.4	2.5%	-5.4%
Cc1cccc(NC(=O)CN(C)S(=O)(=O)c2cccs2)c1	11.8%	-0.3	1.8	-1.1%	1.4	17.6%	-2.4	1.2%	?
Cc1ccc(CNC(=O)C2CCCN(S(=O)(=O)c3ccc(F)cc3)C2)cc1 (stereo unspecified)	7.0%	-0.8	-13.5	5.0%	-0.4	21.0%	4.9	-1.8%	-10.4%
CCOC(=O)C1=NN(c2ccccc2)C2=NC(C)=C(C(=O)OC)C(c3cccs3)N12 (stereo unspecified)	3.6%	.	.	-0.3%	.	9.1%	.	0.0%	-8.0%
Cc1cc(C)c(C#N)c(SCc2[nH]nc3c2C(c2ccc(F)cc2)C(C#N)=C(N)O3)n1 (stereo unspecified)	-5.0%	-0.3	11.8	9.4%	-1.2	-29.3%	2.1	?	-16.9%
COc1ccc(C2NC(=O)NC(C)=C2C(=O)Nc2ccccc2)cc1OC (stereo unspecified)	-2.3%	-1.7	.	2.2%	-2.8	4.3%	-5.4	5.2%	?
CCC(=NCc1ccc(Cl)c(Cl)c1)c1nc(-c2ccco2)oc1O	-14.1%	-0.4	-10.3	1.7%	0.2	-17.0%	4.2	3.4%	-22.1%
O=C(CN(C(=O)CNS(=O)(=O)c1ccccc1)C1CCCC1)NCC1CCCO1 (stereo unspecified)	16.6%[57.1 µM]	0.2	-18.1	-6.5%	0.4	17.7%[57.1 µM]	6.2	0.3%	-15.8%
Cc1cccc(C(=O)OCC(=O)c2ccc3c(c2)NC(=O)CO3)c1	-13.9%	.	.	?	.	-10.9%	.	1.7%	-1.5%
COc1nc(N=C(N)N)nc2ccc(C)cc12	.	0.6	-6.5	.	0.7	.	-2.6	.	.
NC(=O)C1CCN(c2ncc(C(F)(F)F)cc2Cl)CC1	-23.2%[57.1 µM]	0.5	13.4	-4.8%	0.4	14.3%[57.1 µM]	-4.4	5.6%	1.7%
[O-]C1=N[N+](=C(c2ccccc2)c2ccccc2)C1	-12.2%[57.1 µM]	.	.	-8.3%	.	-8.2%[57.1 µM]	.	0.0%	-24.3%
CCC(C)(C)NC(=O)C(c1ccc(F)cc1)N(Cc1ccco1)C(=O)CCC(=O)Nc1ccccn1 (stereo unspecified)	10.4%[57.1 µM]	0.0	-6.4	0.5%	-0.4	10.7%[57.1 µM]	7.9	7.7%	0.7%
O=C(NCc1ccccc1F)C1CCN(S(=O)(=O)c2ccccc2)CC1	9.1%	-0.9	-7.4	-2.4%	-0.7	21.4%	1.0	11.0%	-3.9%
OCC12COC(c3ccccc3)N1C(c1ccccc1)OC2 (stereo unspecified)	-7.1%	-0.7	0.8	-0.2%	-0.8	-5.0%	0.3	11.8%	-5.2%
CN1CCN(c2cnn(-c3ccccc3)c(=O)c2Br)CC1	2.7%	-1.2	-7.8	-2.0%	3.9	14.7%	0.1	15.5%	-14.7%
Cc1ccc(CN2CCNC(=O)C2CC(=O)NCC(F)(F)F)o1 (stereo unspecified)	4.6%[57.1 µM]	0.9	-11.1	-8.0%	0.4	4.3%[57.1 µM]	5.5	-10.5%	-12.6%
O=C1OC(N2C(=O)CC[C@H]2C(=O)Nc2cccc(F)c2)c2ccccc21 (stereo partly specified)	11.9%	0.1	-19.6	-4.6%	4.0	22.6%	0.6	4.1%	-23.8%
Cc1ccc(C(=O)N2CC3(C)CN(C(=O)c4ccc(C)cc4)CC(C)(C2)C3=O)cc1	-0.1%	0.1	7.1	-0.7%	-1.3	11.1%	0.9	-4.2%	-19.9%
CC(C)N(C(=O)[C@H]1C[C@H](CC(=O)NCCCn2ccnc2)C(=O)N2CCc3c([nH]c4cc(CCC(=O)N(C)C)ccc34)[C@]12C)C(C)C	4.2%	.	.	0.9%	.	16.6%	.	1.7%[38.3 µM]	-21.4%
O=C(CSc1ccc2nnc(-c3ccccn3)n2n1)Nc1nccs1	2.7%	0.3	12.7	-0.5%	-0.1	17.9%	0.6	9.4%	-14.7%
CCOC(=O)c1ccc(NC(=O)NCc2ccn(CC)n2)cc1	4.7%	-0.4	6.8	4.9%	-0.4	8.8%	0.5	3.2%	-12.2%
CC(=O)/C(C#N)=C1\NC(=O)C(Cc2ccc(F)cc2)S1 (stereo unspecified)	-8.2%	0.4	-6.8	0.4%	-0.6	15.0%[11.4 µM]	3.4	1.3%	-19.5%
COc1ccc(CN2CCCCC2C)c(C)c1C (stereo unspecified)	6.8%	0.8	22.9	-4.7%	-2.5	17.3%	13.5	6.8%	-14.4%

Part of the list above in order of heavy-atom count, falling:
SMILES	TrxR1 substrate	TRHR ag	D2 antag	Pin1 inh	D2 ag	TrxR1 inh	TRHR PAM	mIDH1 inhibitor	USP1 inh
COc1ccc(C2NC(=O)NC(C)=C2C(=O)Nc2ccccc2)cc1OC (stereo unspecified)	-2.3%	-1.7	.	2.2%	-2.8	4.3%	-5.4	5.2%	?
CCOC(=O)c1ccc(NC(=O)NCc2ccn(CC)n2)cc1	4.7%	-0.4	6.8	4.9%	-0.4	8.8%	0.5	3.2%	-12.2%
[O-]C1=N[N+](=C(c2ccccc2)c2ccccc2)C1	-12.2%[57.1 µM]	.	.	-8.3%	.	-8.2%[57.1 µM]	.	0.0%	-24.3%

Looked up by compound from the entries so far, 2 records:
SMILES	TrxR1 substrate	TRHR ag	D2 antag	Pin1 inh	D2 ag	TrxR1 inh	TRHR PAM	mIDH1 inhibitor	USP1 inh
Cc1ccc(C(=O)Nc2ccc(Oc3ccc(C(=O)O)c(C(=O)O)c3)cc2)cc1C	8.9%[57.1 µM]	0.4	13.7	-24.5%	-0.2	8.4%[57.1 µM]	12.3	24.2%	-0.9%
Cc1ccc(CN2CCNC(=O)C2CC(=O)NCC(F)(F)F)o1 (stereo unspecified)	4.6%[57.1 µM]	0.9	-11.1	-8.0%	0.4	4.3%[57.1 µM]	5.5	-10.5%	-12.6%

Later entries:
SMILES	TrxR1 substrate	TRHR ag	D2 antag	Pin1 inh	D2 ag	TrxR1 inh	TRHR PAM	mIDH1 inhibitor	USP1 inh
CCn1c(SCC(=O)N/N=C/c2ccc(C)s2)nc2ccccc21	-2.0%	-0.3	.	-2.0%	.	4.7%	-0.5	10.2%	-13.2%
OC(COc1ccc(Br)cc1)CN1CCOCC1 (stereo unspecified)	-6.7%	0.0	-3.9	-0.4%	0.5	-6.7%	0.0	2.1%	4.3%
COc1cccc(CNC(=O)CNC(=S)N(Cc2ccccc2)Cc2ccccc2F)c1	7.0%[57.1 µM]	-0.2	-4.2	18.7%	1.0	22.0%[57.1 µM]	3.6	-2.6%	-13.9%
CCS(=O)(=O)c1nc(S(=O)(=O)c2ccc(C)cc2)c(NCCCOC)s1	-6.5%	-0.1	.	?	-0.2	-5.2%	9.2	0.0%	-2.0%
CCn1c(=O)c2cc(C(=O)N(C)c3cc(C)ccc3C)sc2c2ccccc21	-0.2%	-0.3	.	-0.2%	.	20.0%	4.6	?	-5.2%
CCOC(=O)c1c(-c2ccccc2)oc2ccc(OCC(=O)NNC(=O)CCC(=O)O)cc12	273.1%[activator]	-2.2	4.7	57.6%[activator]	1.1	32.7%	0.1	-3.4%	-24.2%
CCC(C)(C)n1nnnc1C(CC(C)C)N1CCC(C(N)=O)CC1 (stereo unspecified)	-9.9%[57.1 µM]	0.6	-10.9	-10.3%	0.6	-6.0%[57.1 µM]	6.2	2.3%	-16.9%
CCCn1c(N)c(N(CCOC)C(=O)/C=C/c2ccc(C(=O)OC)cc2)c(=O)[nH]c1=O	0.7%	-0.1	6.0	2.0%	3.6	17.1%	-5.5	5.7%	-8.2%
CCOc1ccc(C2/C(=C(/O)c3ccc4c(c3)CC(C)O4)C(=O)C(=O)N2CCCn2ccnc2)cc1 (stereo unspecified)	-7.9%	-0.2	-11.3	-14.4%	0.4	1.0%	-0.2	-8.1%	-7.9%
Cc1oc2cc3oc(=O)c(CC(=O)N[C@@H](C)C(=O)NC(Cc4ccc(Cl)cc4)C(=O)O)c(C)c3cc2c1C (stereo partly specified)	11.0%	-0.4	14.2	0.0%	0.0	-15.1%	43.7*	1.4%	-13.8%
O/C(=C\Sc1nnc(Cc2ccccc2)o1)c1ccc(F)cc1	5.8%	0.4	20.9	-7.1%	1.0	7.0%	-12.6	2.7%	-2.6%
CCn1cc(CN2CCN(C)C(CCO)C2)c2ccccc21 (stereo unspecified)	-7.4%	-0.2	-4.6	-7.0%	0.6	-11.5%	9.8	-11.6%	-19.3%
CCOc1ccc(NC(=O)CCC(=O)NNC(=O)c2ccc(Br)o2)cc1	-8.3%	1.4	5.3	-8.7%	2.7	21.0%[57.1 µM]	-0.7	6.8%	-2.3%
Cc1c(C(=O)NCCc2ccc3c(c2)OCCO3)oc2ccccc12	0.1%	-0.6	14.4	1.4%	0.7	-9.3%	0.7	-0.3%	-16.7%
N#Cc1nc(Cc2cccc3ccccc23)oc1NCc1ccc2c(c1)OCO2	-7.2%	0.0	-2.1	11.9%	0.0	-3.6%	-7.8	0.4%	-16.1%
O=C(C(Cc1ccccc1)n1cccc1)N1CCN(c2cccc(Cl)c2)CC1 (stereo unspecified)	4.1%[57.1 µM]	0.7	-17.7	9.1%	2.0	11.2%[57.1 µM]	3.6	-4.9%	-25.1%
